Screening results deposited in PubChem BioAssay by National Center for Advancing Translational Sciences (NCATS).
NPSR antagonist: blocks cAMP signaling of the human neuropeptide S receptor; Q6W5P4; CHO-NPSR cells, cAMP TR-FRET, antagonist mode; Potency, µM (doses to about 38.3 µM), inactives show at the top dose activity change, negative = inhibition, actives largely listed as inhibitors; actives 1% (n = 220,000); AID 1461; further: potency means the concentration at half of the fitted maximal effect; on the % scale 0 is the no-effect control and ±100 the full control effect; nearly all actives have a fitted effect of over 50% in size; many of its hits are not listed in these tables
KinaseGlo FLuc: blocks Kinase-Glo luciferase, a counter-screen artifact. Q27757. Potency, µM (doses to about 38.3 µM), for the others: at the top dose activity change, negative = inhibition, hits mostly inhibitors. actives 0.28% (n = 200,000). Kinase-Glo luciferase, ATP luminescence, 8 min; further: potency means the concentration at half of the fitted maximal effect; on the % scale 0 is the no-effect control and ±100 the full control effect; nearly all actives have a fitted effect of over 60% in size
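Substrate mix (final 50 mM imidazole pH 7.2, 50 mM KCl, 7 mM MgCl2, 10 uM ATP, 0.01% Tween 20, 0.05% BSA) plus pin-tool compound, then Kinase-Glo detection mix; 8 min ambient, luminescence read.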
L3MBTL1 inh: inhibitors of human L3MBTL1; AlphaScreen L3MBTL1–H3K9me1 peptide binding; Potency, µM (top dose mostly 57.1 µM), for inactives: at the top dose activity, negative = inhibition, hits mostly inhibitors; actives 0.66% (n = 230,000); further: potency means the concentration at half of the fitted maximal effect; on the % scale 0 is the no-effect control and ±100 the full control effect; nearly all actives have a fitted effect of over 60% in size
Target sequence (Q9Y468 whole entry, looked up): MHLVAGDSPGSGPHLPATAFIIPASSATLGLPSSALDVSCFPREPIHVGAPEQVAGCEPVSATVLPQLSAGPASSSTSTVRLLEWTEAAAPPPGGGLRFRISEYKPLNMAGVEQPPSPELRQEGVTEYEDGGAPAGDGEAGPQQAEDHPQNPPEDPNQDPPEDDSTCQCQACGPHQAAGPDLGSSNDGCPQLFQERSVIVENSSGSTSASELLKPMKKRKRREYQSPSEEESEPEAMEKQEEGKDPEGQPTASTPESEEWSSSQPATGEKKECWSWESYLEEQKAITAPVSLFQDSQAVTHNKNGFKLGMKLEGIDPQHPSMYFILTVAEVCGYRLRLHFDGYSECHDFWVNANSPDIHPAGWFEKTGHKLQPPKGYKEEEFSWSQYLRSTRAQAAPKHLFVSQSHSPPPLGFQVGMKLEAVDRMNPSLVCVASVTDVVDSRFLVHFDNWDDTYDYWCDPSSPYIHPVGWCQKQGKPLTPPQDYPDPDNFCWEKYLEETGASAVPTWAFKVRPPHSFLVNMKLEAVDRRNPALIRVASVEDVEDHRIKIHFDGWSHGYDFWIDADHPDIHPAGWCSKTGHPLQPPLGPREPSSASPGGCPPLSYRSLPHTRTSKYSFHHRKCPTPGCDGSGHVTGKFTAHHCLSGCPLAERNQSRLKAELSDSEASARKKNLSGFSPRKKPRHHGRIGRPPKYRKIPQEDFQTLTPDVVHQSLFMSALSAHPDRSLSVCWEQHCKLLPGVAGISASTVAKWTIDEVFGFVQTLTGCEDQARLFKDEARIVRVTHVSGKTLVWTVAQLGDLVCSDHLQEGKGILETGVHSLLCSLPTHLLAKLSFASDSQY
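L3MBTL1 50 nM + b-AHA-H3(1-15)K9me1 75 nM, 30 min RT; compound added, 30 min RT; streptavidin donor/Ni-chelate acceptor beads 10 ug/mL each final, 30 min RT dark; AlphaScreen read.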
HTT aggregate: mutant huntingtin aggregation inhibition; Potency, µM (top dose mostly 46.1 µM), without a hit: top-dose activity change, negative = inhibition, usual class: inhibitors; PC12 HttQ103-GFP aggregates, Acumen cytometry, 40 h; actives 1.1% (n = 220,000); AID 1688; further: potency means the concentration at half of the fitted maximal effect; on the % scale 0 is the no-effect control and ±100 the full control effect; nearly all actives have a fitted effect of over 60% in size
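Huntingtin Q103 exon 1–GFP aggregates in induced PC12 cells (100 nM tebufenozide) were quantified by cytometry from lysates, with compounds dosed in titration.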
IMPase Li cell: cell-permeable IMPase inhibitors with lithium potentiation; CHO-M1 cells, IP1 TR-FRET (IP-One), carbachol + lithium; Potency, µM (doses to about 59.4 µM), for inactives: top-dose activity, negative = IMPase inhibition, actives largely listed as inhibitors; actives 0.35% (n = 210,000);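 further: IP1 builds up when IMPase is blocked and the TR-FRET signal falls; potency means the concentration at half of the fitted maximal effect; plate controls were basal vehicle for no effect and high inhibitor control for full effect; nearly all actives have a fitted effect of over 50% in size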
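Concentration–response in CHO-M1 cells, lithium-potentiated; 30 min at 37C. IP1 detected by competitive TR-FRET after 10 min lysis at RT. Hill-fitted AC50.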
CBFb RUNX1 block: CBF-beta/RUNX1 interaction disruption | Q01196+Q13951 | AlphaScreen CBFb-His/RUNX1-biotin binding, biochemical | Potency, µM (highest dose often 59.8 µM), inactives show at the top dose activity, negative = inhibition, most hits filed as inhibitors | 230,000 tested, under 10 active; further: % of control where 0% means no effect
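AlphaScreen proximity signal reports loss of binding between His-tagged CBF-beta and biotin-labelled RUNX1, each at 30 nM. Proteins are pre-associated for 20 minutes, compounds added for 15 minutes, then beads for 90 minutes, all at ambient temperature.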
Epigenetic reg: regulators of epigenetic silencing causing reporter derepression in mouse cells. AID 1865. Potency, µM (doses to about 53.9 µM), for the others: top-dose GFP activation, actives largely listed as activators. actives 0.2% (n = 280,000). murine LDR cells, GFP reporter derepression, 30 h; further: potency means the concentration at half of the fitted maximal effect; % of control where 0% means no effect; nearly all actives have a fitted effect of over 60% in size
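Derepression of a silenced CMV-GFP reporter in murine LDR cells is scored by enumerating GFP-positive cells with a laser-scanning microplate cytometer after 30 hours of treatment at 37 C.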
An asterisk follows results filed as active; u = inconclusive; x = no result given; & = joins results of further samples; [ ] = another dose, or the depositor's remark. The call rests on the fitted dose curve; in most records, active means well fitted curve in the direction sought with a large enough effect; inconclusive means small, poorly fitted or top-dose-only effect, or another doubt; inactive means no such curve, though single readings can be large; an effect the other way counts as inactive or inconclusive. Some of the compounds tested; the hit share may differ from the screen's.

# | Structure | CBFb RUNX1 block | NPSR antagonist | Epigenetic reg | L3MBTL1 inh | KinaseGlo FLuc | HTT aggregate | IMPase Li cell
1 | COc1ccc(S(=O)(=O)Cc2ccc(C(=O)N3CCOCC3)o2)cc1 | 14% | 5%[46.1 µM] | 0.0% | 3% | -2% | 0% | 6%[38.3 µM]
2 | O=C(CCc1ccccc1)Nc1ccc(NC(=O)c2ccco2)nc1 | 4% | -10%[46.1 µM] | -0.9% | 1% | -2% | 0% | 7%[38.3 µM]
3 | O=C(c1ccco1)N1CCN(CCCCN2C(=O)c3ccccc3C2=O)CC1 | 8% | -1%[46.1 µM] | u | 3% | 0% | 12% | 1%[38.3 µM]
4 | O=C(CS(=O)c1ccc(C(F)(F)F)cc1[N+](=O)[O-])Oc1ccc(Cl)cc1 (configuration not stated) | 2% | 4%[46.1 µM] | -6.0% | x | -1% | 6% | 1%[38.3 µM]
5 | CN(CC(=O)NCc1ccccn1)S(=O)(=O)c1ccc(Br)cc1 | 4% | 10% | 0.0% | 4% | 0% | x | 3%
6 | CN(Cc1cccs1)c1nc(-c2cccnc2)nc2ccccc12 | 7% | -52% | 3.3% | -2% | 0% | -23% | 29%
7 | Nc1nc(-c2cccnc2)nc2sc3c(c12)CCCC3 | 4% | -5% | 0.0% | 4% | -6% | x | 3%
8 | CCOC(=O)N1CCc2c(sc(NC(=O)c3ccc(S(=O)(=O)N4CCCC4)cc3)c2C#N)C1 | -8% | u | -1.1% | 15% | 0% | -30% | 13%
9 | Cc1ccc(S(=O)(=O)NNC(=O)c2snnc2C)cc1 | 4% | -10%[46.1 µM] | -2.5% | x | -3% | 8% | 23%[38.3 µM]
10 | CSc1nc(NCC(C)C)c2c3c(sc2n1)CN(C)CC3 | -1% | 7%[46.1 µM] | -1.1% | -3% | -3% | -14% | 15%[38.3 µM]
11 | C/C(=N\NC(=O)C1CC1)c1ccc(Cl)c(Cl)c1 | -3% | 18%[46.1 µM] | 0.8% | x | 2% | 0% | u
12 | O=C(O)CSc1nc(-c2cccs2)cc(C(F)(F)F)n1 | -2% | -16% | 0.0% | 4% | 2% | x | -19%
13 | CC1(C)COCN1S(=O)(=O)c1ccc(C(=O)Nc2nnc(-c3ccc(Cl)s3)o2)cc1 | 0% | -6%[46.1 µM] | -0.8% | 29% | 5% | 9% | 6%
14 | COc1ccc(CCN=Cc2ccccc2O)cc1OC | -4% | 3% | 0.0% | -3% | x | 18%[9.22 µM] | x
15 | Nc1nonc1-c1noc(CCCCCN2C(=O)c3ccccc3C2=O)n1 | 10% | -4%[46.1 µM] | 0.9% | 4% | 0% | -6% | 17%[38.3 µM]
16 | CN=C(Nc1ccc(Cl)cc1)c1ccc(C(F)(F)F)cc1 | 0% | -23%[46.1 µM] | -0.9% | 2% | -4% | -10% | 9%[38.3 µM]
17 | CC(C)NS(=O)(=O)c1ccc(NC(=O)CCc2ccccc2)cc1 | 3% | -2%[46.1 µM] | -1.0% | x | -3% | 25% | 10%[38.3 µM]
18 | O=C(Cc1ccc([N+](=O)[O-])cc1)NCc1ccccc1Cl | u | 3% | -0.9% | 6% | -2% | -14% | 4%
19 | CC1(C)CC2(CCO1)OC(=O)CC2C(=O)Nc1cccc2ccccc12 (configuration not stated) | -7% | -9%[46.1 µM] | 2.9% | x | -1% | 9% | 5%[38.3 µM]
20 | FC(F)(F)c1ccc(N2CCN(Cc3ccc4c(c3)OCO4)CC2)nc1 | 11% | -3% | 3.3% | -2% | -3% | -21% | 9%
21 | O=c1cc(-c2cccc(Br)c2)nc(-c2ccccc2F)o1 | 10% | -30% | -0.3% | -1% | -1% | -3% | -3%
22 | Nn1c(SCC(=O)N2CCOCC2)nnc1-c1ccco1 | 0% | -8%[46.1 µM] | 0.9% | 5% | x | -11% | x
23 | O=C(CSCc1ccccc1Br)N/N=C/c1ccc(OCC(=O)N2CCCCC2)cc1 | -2% | -11%[46.1 µM] | -0.9% | -10% | x | u | x
24 | C=CCNC(=S)NNC(=O)CCC(O)COCCC(C)C (configuration not stated) | 3% | 12% | -2.8% | x | -2% | 6% | 1%
25 | O=C1OC(/C=C/c2ccccc2)=NC/1=C/c1ccco1 | 4% | 10% | 0.0% | 4% | -2% | 14% | -2%
26 | Cc1ccc(NC(=O)CCNC(=O)c2ccc(Cl)cc2)cc1F | -12% | 4% | 1.0% | 6% | -2% | 6% | -3%
27 | COC(=O)CC[C@@H](C)[C@H]1CC[C@H]2[C@@H]3CC[C@@H]4C[C@H](O)CC[C@]4(C)[C@H]3C[C@H](O)[C@]12C | 18%[21.7 µM] | x | 0.3% | x | 3% | x | 11%
28 | N#CC1=C(S)N(c2ccccc2)C(c2ccc(-c3ccccc3Cl)o2)NC1=O (configuration not stated) | -14% | -47% | 0.0% | 2% | 0% | 0% | -3%
29 | COc1ccc(C(=O)NCC(=O)N/N=C(\C)c2ccco2)cc1OC | -2% | 45% | 0.1% | 5% | x | -8%[9.22 µM] | x
30 | CC1CCC(C(C)C)C(OC(=O)Cn2c(-c3ccccc3)[n+](C)c3ccccc32)C1 (configuration not stated) | -1%&5% | u | -1.8%&-1.0% | 5%&7% | 3%&0% | 11µM* | 11%&22%
31 | O=C(O)CSc1ccccn1 | 8% | 9%[46.1 µM] | 0.0% | -8% | -2% | -17% | -3%[38.3 µM]
32 | COc1ccc(-c2cc(C3CC3)nc(SCC(=O)c3cccs3)c2C#N)cc1 | 5% | -27% | 5.9% | 9% | 3% | -10% | -10%
33 | NC(=O)c1ccccc1NC(=O)c1ccccc1F | 16% | -2%[46.1 µM] | -1.0% | x | -3% | u | 14%[38.3 µM]
34 | COc1ccc(Cl)cc1N(CC(=O)N/N=C/c1ccc(OC(C)C)cc1)S(=O)(=O)c1ccc(C)c([N+](=O)[O-])c1 | -8% | -22% | 1.0% | -9% | -2% | u | -3%
35 | Cc1ccccc1NC(=O)CC1(c2ccc(N(C)C)cc2)C(=O)c2ccccc2C1=O | -3% | -15%[46.1 µM] | 4.8% | -19% | -3% | -7% | 10%[38.3 µM]
36 | O=C1N/C(=N\N=C\c2ccc3ncccc3c2)SC1Cc1ccc(SC(F)F)cc1 (configuration not stated) | 6% | -25%[46.1 µM] | 1.9% | x | -3% | 32% | 6%[38.3 µM]
37 | Cc1csc(SCC(=O)Nc2cc(C(C)(C)C)nn2-c2ccccc2)n1 | 11% | 1%[46.1 µM] | -5.7% | -2% | -2% | -2% | -18%[38.3 µM]
38 | CCC1(C)Cc2c(sc3[nH]c(=S)n(Cc4ccccc4)c(=O)c23)CO1 (configuration not stated) | -16% | -17%[46.1 µM] | -2.4% | x | 5% | -26%[9.22 µM] | -21%[38.3 µM]
39 | Cc1ccc(NC(=O)CCC(=O)NNC(=O)c2ccco2)c(C)c1 | -1% | 10%[46.1 µM] | 0.0% | 12% | 4% | 8% | 16%[38.3 µM]
40 | CC(=O)OCC(=O)Nc1c(C)cc(C)cc1C | 0% | 10% | -5.6% | 8% | -3% | 8% | -2%
41 | Cc1nc2nc(-c3ccco3)[nH]n2c(=O)c1Cc1ccccc1 | 3% | -2%[46.1 µM] | -0.8% | -1% | 0% | 0% | 15%[38.3 µM]
42 | Cc1nn(Cc2ccccc2)c(Cl)c1/C=C/C(=O)OCC(=O)NC(C)C(C)C (configuration not stated) | 16% | -25% | -0.5% | -1% | 1% | 29% | 15%
43 | CCN(CC)P1(=O)OC(c2cc(OC)c(OC)c(OC)c2)=Nc2c1c(C)nn2-c1ccccc1 (configuration not stated) | 0% | -20%[46.1 µM] | -0.7% | 5% | 11% | 0% | -4%[38.3 µM]
44 | Cc1ccc(-c2csc3nc4c5ccccc5c(NCCCN5CCOCC5)nn4c(=O)c23)cc1 | 10% | u | 13% | 21% | 2% | 16% | 5%
45 | Cc1cc(C)n(C(=O)COc2ccc(Cl)cc2Cl)n1 | 0% | 3%[46.1 µM] | -3.6% | 5% | -2% | -9% | 2%
46 | COc1ccc(C(=O)NC(=S)NNC(=O)[C@H]2C[C@@H]2c2ccccc2)cc1OC | 1% | -8% | 17% | 2% | x | -15%[9.22 µM] | x
47 | CCc1cc2c(=O)c(-c3ccc4c(c3)OCCO4)coc2cc1OC(=O)c1ccco1 | -1% | -25%[46.1 µM] | -0.8% | 4% | 1% | u | 10%[38.3 µM]
48 | CCCCCOc1ccc(C(=O)NC(CCC)C(=O)O)cc1 (configuration not stated) | 8% | 7%[7.67 µM] | -1.2% | 6% | -1% | 14% | -3%[38.3 µM]
49 | CN(C)c1ccc(NC(=O)c2cccc(C(=O)Nc3ccc(N(C)C)cc3)n2)cc1 | u | -7% | 1.1% | u | -9% | -27% | 19%
50 | O=C(CCCCn1c(=O)c2ccccc2n(CC(=O)NC2CCCC2)c1=O)NCc1ccco1 | 5% | -35%[46.1 µM] | 0.0% | x | -4% | -20% | 19%[38.3 µM]
51 | COc1ccc(S(=O)(=O)N2Cc3ccccc3CC2C(=O)O)cc1 (configuration not stated) | -20% | 2%[46.1 µM] | 0.0% | x | 1% | 2% | 10%[38.3 µM]
52 | Cc1ccccc1NCN1C(=O)C2CCC(C)(C1=O)C2(C)C (configuration not stated) | 6% | 21% | 0.0% | x | x | -1%[9.22 µM] | x
53 | COc1ccc(CCNC(=O)CNC(=O)Cn2cnc3sc(C)c(C)c3c2=O)cc1OC | 7% | -24% | 2.1% | x | 3% | -10% | 0%
54 | Cn1c(CNS(=O)(=O)c2ccc(F)cc2)n[nH]c1=S | 1% | -8%[46.1 µM] | -2.3% | 4% | -4% | 12% | -2%[38.3 µM]
55 | COCCN1CSC(=S)N(Cc2ccco2)C1 | -2% | u | 0.0% | 1% | -4% | 23% | 9%[38.3 µM]
56 | Cn1c(SCC(=O)NCc2ccc3c(c2)OCO3)nnc1C1COc2ccccc2O1 (configuration not stated) | 8% | 1%[46.1 µM] | 0.0% | x | 3% | -6% | 11%[38.3 µM]
57 | COC(=O)c1c(C)[nH]c(O)c1C=Nc1ccc(C#N)cc1 | 2% | 23% | -4.8% | -30% | -14% | -6%[9.22 µM] | -11%
58 | O=C(Nc1cccnc1)c1ccc(Cl)c(S(=O)(=O)N2CCc3ccccc32)c1 | -6% | -12% | -4.2% | -13% | 1% | 7% | 13%

Reformatted: results already given
9	Cc1ccc(S(=O)(=O)NNC(=O)c2snnc2C)cc1
10	CSc1nc(NCC(C)C)c2c3c(sc2n1)CN(C)CC3

Screen / compound no.	9	10
CBFb RUNX1 block	4%	-1%
NPSR antagonist	-10%[46.1 µM]	7%[46.1 µM]
Epigenetic reg	-2.5%	-1.1%
L3MBTL1 inh	x	-3%
KinaseGlo FLuc	-3%	-3%
HTT aggregate	8%	-14%
IMPase Li cell	23%[38.3 µM]	15%[38.3 µM]
